UDG counterscr = UDG inhibition counter-screen; Potency, µM (doses to about 115 µM), inactives show at the top dose activity change, negative = inhibition, usual class: inhibitors; FRET deamination/UDG coupled assay, UDG read, 4 h; 91,000 tested, 0.14% active; also: nearly all actives have a fitted effect of over 65% in size
AID inhibitor = blocks human AID cytidine deaminase activity | 91,000 tested, 0.32% active | Potency, µM (doses to about 115 µM), for the others: at the highest dose activity change, negative = inhibition, most hits filed as inhibitors | AID 1347428 | Q9GZX7 | AID deamination FRET fluorescence, UDG-coupled, 4 h; also: nearly all actives have a fitted effect of over 25% in size
Target sequence (Q9GZX7 whole entry, looked up): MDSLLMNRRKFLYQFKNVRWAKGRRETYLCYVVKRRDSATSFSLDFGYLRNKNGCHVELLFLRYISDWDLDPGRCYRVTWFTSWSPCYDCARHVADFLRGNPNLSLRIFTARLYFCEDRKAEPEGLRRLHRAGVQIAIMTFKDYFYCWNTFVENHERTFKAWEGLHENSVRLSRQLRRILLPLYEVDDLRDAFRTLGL
Starred values were filed as active, the others as inactive; i = inactive; ? = inconclusive; & = joins results of further samples; [ ] = dose if it differs, or a comment. Calls follow the shape of the dose curve; as a rule, active = well fitted curve in the direction sought with a large enough effect; inconclusive = small, poorly fitted or top-dose-only effect, or another doubt; inactive = no such curve, though single readings can be large; an effect the other way counts as inactive or inconclusive. % is scaled to controls: 0 for no effect and ±100 for the full control effect; potency is read from the fitted curve at half-maximal effect. These rows are one share of the data. The share of hits here may be higher or lower than overall.

Values in the order – UDG counterscr	AID inhibitor
CCC(=O)Nc1ccc(CC)cc1-c1nc2ccccc2n(CC(=O)c2ccc(OC)cc2)c1=O
 : -5%	-7%
CCOC(=O)CNC(=O)c1cc2c(=O)n3cccc(C)c3nc2s1
 : -10%[57.5 µM]	2%
O=C(CCc1cccs1)N1CCSCC1
 : 3%	19%
COc1ccc(-c2ccnc3c2c(=O)[nH]c(=O)n3Cc2ccco2)cc1OC
 : 8%	10%
CC(=O)Nc1ccc(-c2nnc3n(Cc4ccc(C)cc4)c(=O)c4ccccc4n23)cc1
 : -8%	8%
COc1cc2c(cc1OC)-c1c(c(C(=O)Nc3ccncc3)nn1-c1ccccc1F)C2
 : -2%	-24%
CCOC(=O)c1c(C)oc2nc(C)nc(N3CCN(c4ccccc4)CC3)c12
 : 1%	1%
Cc1nc(-c2ccc(S(=O)(=O)Nc3cccc(C#N)c3)cc2)co1
 : -3%	0%
COc1ccc(OC)c(C(C)NC(=O)CCc2ncc(-c3ccc(F)cc3)o2)c1 (stereo not given)
 : -6%	-2%
Cc1nc2sccn2c(=O)c1S(=O)(=O)Nc1ccc(N2CCOCC2)cc1
 : 0%	86%[activator]
Cc1cccc(C(=O)N/N=C/c2ccccc2C)c1
 : -7%	-2%
Cc1cc(C)c2c(n1)nn1c(C)c(CCC(=O)NCc3ccc(Cl)cc3)c(C)nc21
 : -10%[57.5 µM]	-20%
CC(NC(=O)C1CCCc2ccccc21)c1cccc(F)c1 (stereo not given)
 : 1%	5%
CCCOc1ccc(C2C(=O)N(C3CCCCCC3)CC(=O)N2Cc2ccc(OC)cc2)cc1OC (stereo not given)
 : -12%[57.5 µM]	-23%
CC(C)CC(NP(=O)(O)O[C@@H]1O[C@@H](C)[C@H](O)[C@@H](O)[C@H]1O)C(=O)NC(Cc1c[nH]c2ccccc12)C(=O)O (stereo not given in full)
 : 4%	-1%
COc1ccc(CNC(=O)Cc2coc3ccc(C)cc23)cc1
 : -8%	-26%
Cc1ccc(CN(C)C(=O)C2CCN(c3ccc(C(F)(F)F)cn3)CC2)c(C)c1
 : -1%	-17%
CCOc1ccccc1NC(=O)Cn1c(=O)n(C(C)C)c(=O)c2oc3ccccc3c21
 : 4%	-8%
O=c1c2ccccc2c(-c2ccc(Cl)cc2)nn1-c1cc(N2CCNCC2)ccc1[N+](=O)[O-]
 : -20%	?
COC(=O)c1ccc(C2NC(=S)NC3=C2CCc2ccccc23)cc1 (stereo not given)
 : 3%	66%[activator]
COc1ccc(-c2nc3ncccn3c2Nc2ccccc2C)cc1
 : -3%	-10%
Clc1ccc(-c2cc3ncc4c(n3n2)-c2ccccc2OC4)cc1
 : -7%	14%
Fc1ccc(/C=N/Nc2ccccc2Cl)cc1F
 : -13%	-8%
CCOCCCn1c(SCC(=O)Nc2ccccc2Cl)nc2c(oc3ccccc32)c1=O
 : 0%	-14%
CCCCCn1c(NC)nc2c1c(=O)[nH]c(=O)n2C
 : -1%	0%
CCN1C(=O)NC(c2c(F)cccc2Cl)C(C(=O)N2CCOCC2)=C1C (stereo not given)
 : 0%	-5%
Cc1nc2cc(-c3cccc(F)c3)nn2c(C)c1CCC(=O)N1CCN(c2ccc(F)cc2)CC1
 : -3%	-24%
NCCSCc1ccsc1
 : 0%	1%
Cc1ccccc1Nc1c(-c2ccccc2O)nc2sccn12
 : 2%	-11%
CC(Sc1nnc(-c2ccccc2F)n1C(C)C)C(=O)Nc1nccs1 (stereo not given)
 : -18%	-8%
CCOC(=O)c1cc(-c2ccccc2)n(CCC(=O)NCCc2cccc(C)c2)c1C
 : 28%	?
COc1ccc(CNC(=O)c2ccc3c(c2)N(Cc2cc(C)ccc2C)C(=O)CS3)cc1
 : 4%	-17%
CCOc1ccc(-c2cc3c(=O)n(CC(=O)Nc4cc(F)ccc4C)ccn3n2)cc1
 : 1%	9%
COC(=O)c1c(Oc2ccc(Br)cc2)nnc(-c2ccccc2)c1-c1ccccc1
 : 7%	-8%
CCN(c1ccccc1)S(=O)(=O)c1nnc(NC(=O)C(C)Oc2ccccc2)s1 (stereo not given)
 : 7%	?
Cc1ccc(NC(=O)Cn2cnc3sc(C(=O)O)c(C)c3c2=O)cc1Cl
 : 14%	-24%
Cn1nc(C(F)(F)F)c(Cl)c1C(=O)NC1CCCC1
 : -2%	1%
CN(C)CCNC(=O)CCC(=O)O
 : 6%	1%
CN(CCCc1[nH]nc(N)c1C#N)c1nc(-c2ccccc2)nc2ccccc12
 : 2%	0%
NC(=S)N/N=C/c1ccc2ccccc2n1
 : -5%	-9%
O=c1[nH]c(SCc2ccc(Br)cc2)nc2c1CCCC2
 : -21%	9%
O=C(NCc1ccccc1Cl)c1ccc(CSCc2ccccc2Cl)o1
 : 18%	?
Cc1cc(C)c2c(c1)C(=O)/C(=C\c1ccccc1C)CC2
 : -11%	-16%
Cc1oc(-c2nc(C#N)c(NCc3ccc(F)cc3)o2)cc1S(=O)(=O)N1CCCC1
 : -4%	7%
CC1CCC(NC(=O)c2cc3c(Cl)nc4ccccc4c3s2)CC1 (stereo not given)
 : -3%&0%	-12%&-22%
COc1ccc(-c2cc(Nc3ccccc3)nc(C)n2)cc1
 : -15%	-11%
COc1ccc(N(CC(=O)NCCc2cccc(C)c2)S(=O)(=O)c2c(C)noc2C)cc1
 : -7%	9%
C=CCNc1oc(COc2ccc(F)cc2)nc1C#N
 : 6%	-2%
CCC1CCCCN1C(=O)Cn1c(=O)n(CCCCCC(=O)NCc2ccc(F)cc2)c(=O)c2sccc21 (stereo not given)
 : 5%	2%
CCCCCCCCCc1ccc(-c2ccc(CCCCCCCC)cn2)cc1
 : -6%	-2%
c1coc(CNc2nc(Nc3cccc4ccccc34)nc3ccccc23)c1
 : -8%	3%
O=C(COc1ccccc1)Nc1sc2c(c1C(=O)Nc1ccccc1Cl)CCCCC2
 : 4%[57.5 µM]	21%[57.5 µM]
O=C(CSc1n[nH]c(-c2ccccc2)n1)N1CCN(c2ccc(F)cc2)CC1
 : 10%	-7%
CC(C)(C)c1ccc(C(=O)Nc2ccc(-c3nc4ccccc4o3)c(O)c2)cc1
 : 0%[57.5 µM]	?
COc1ccccc1Cc1nc2ccccc2nc1SCC(=O)N1CCc2ccccc21
 : 0%	15%
CCN(C(=O)C1Cc2ccccc2C(=O)O1)c1c(N)n(Cc2ccccc2)c(=O)[nH]c1=O (stereo not given)
 : -1%	-1%
CC(C)Nc1cc(N2CCN(C3CCCCC3)CC2)c2noc3c2c1C(=O)c1ccccc1-3
 : 10%	96%[activator]
Cc1ccc(N2CCN(S(=O)(=O)c3nnc(NC(=O)c4cccc(F)c4)s3)CC2)cc1
 : 9%	52%[activator]
O=C(CN1CCN(Cc2nnc(-c3ccccc3)o2)CC1)N1CCCC1
 : -11%	1%
CS(=O)(=O)Cc1ccc(C(=O)Nc2ccc(F)cc2F)cc1
 : -5%	-4%

Next part
Values in the order – UDG counterscr	AID inhibitor
COc1cccc(CCNc2ncnc3c2nnn3C)c1
 : 3%	2%
CCS(=O)(=O)c1nc(S(=O)(=O)c2ccc(C)cc2)c(NC2CCCC2)s1
 : -5%	-9%
Cc1oc(-c2ccccc2)nc1CC(=O)N1CCC(CC(N)=O)CC1
 : -5%	-3%
Cn1c(=O)c2cc(C(=O)Nc3ccc(Cl)c4ncccc34)cnc2n(C)c1=O
 : 6%	19%
OC(C#CCN1CCOCC1)c1ccccc1 (stereo not given)
 : 9%	4%
CCc1cccc(NC(=O)Cc2nc(-c3ccc(OC)cc3)no2)c1
 : 4%	19%
CCONC(=O)c1cc2cc(C)ccc2o1
 : 3%	5%
O=C(Nc1ccc2nc(SCc3ccc(Br)cc3)sc2c1)C1CCCCC1
 : -3%	5%
CC1CCCN(c2csc3ccccc3c2=O)C1 (stereo not given)
 : -1%	-15%
Clc1cccc(Cl)c1CO/N=C/c1cccc(Oc2ccccc2)c1
 : -5%	-7%
Cc1cccc(-n2c(=O)c3ccccc3n(Cc3ccc(F)cc3)c2=O)c1
 : -3%	i
CCOC(=O)c1ccc2[nH]c(CSCC(=O)Nc3cc(C)cc(C)c3)cc(=O)c2c1
 : 1%	-3%
Cn1c(C=C(C#N)C#N)ccc1-c1cc(Cl)ccc1Cl
 : -11%	-11%
COc1ccc(Cl)cc1C(=O)NCC(c1ccc(N(C)C)cc1)N1CCCC1 (stereo not given)
 : -5%	-9%
CSc1ccc(C(C)NC(=O)c2ccccc2Cl)cc1 (stereo not given)
 : -1%	-8%
O=C(Nc1ccc(Cl)cc1C(F)(F)F)c1ccccc1F
 : 7%	-3%
Cn1c(=O)c2c(ncn2CC(=O)Nc2cc(Cl)cc(Cl)c2)n(C)c1=O
 : -2%	9%
CCOc1cccc2sc(N(Cc3cccnc3)C(=O)c3ccco3)nc12
 : 6%	-6%
O=C1CC(c2cccc(Cl)c2Cl)c2cc3c(cc2N1)OCCO3 (stereo not given)
 : 3%	25%
COc1ccccc1CCNC(=O)Cc1ccc(NC(=O)N2CCSc3ncccc32)cc1
 : -20%	-8%
Cc1cc2nc(-c3ccc(OCc4ccc(F)cc4)cc3)cc(C(F)(F)F)n2n1
 : 5%	-1%
CCOc1ccc(CCNC(=O)c2ccc(-c3nc(CSc4ccccc4)c(C)o3)cc2)cc1
 : -25%	9%
CC1CN(CCCOc2ccc(C#N)cc2)CCO1 (stereo not given)
 : 6%	7%
O=C(Cc1ccc(F)cc1)NCc1ccnc(OCc2ccccc2)c1
 : 0%	-1%
COc1ccccc1N1CCN(CC(O)COc2cccc3ccccc23)CC1 (stereo not given)
 : -15%	?
Cc1ccc2nc(NC(=O)CSc3nccn3-c3ccc(Cl)cc3)sc2c1
 : 7%	14%
CCCCCCCCCNc1c2c(nc3ccccc13)CC(C)(C)CC2=O
 : -4%	-14%
CC(C)CCOc1ccc(/C=C(/C#N)c2nc3ccccc3[nH]2)cc1
 : -18%	-12%
CCN(CC)S(=O)(=O)c1cccc(NS(=O)(=O)c2ccc3ccccc3c2)c1
 : -1%	2%
CCN(CC)c1ccc(NS(=O)(=O)c2ccc(-c3coc(C)n3)cc2)c(C)c1
 : -1%	48%[activator]

As a short view, 6 of the compounds above:
Values in the order – UDG counterscr	AID inhibitor
COc1cccc(CCNc2ncnc3c2nnn3C)c1
 : 3%	2%
CCS(=O)(=O)c1nc(S(=O)(=O)c2ccc(C)cc2)c(NC2CCCC2)s1
 : -5%	-9%
Cc1oc(-c2ccccc2)nc1CC(=O)N1CCC(CC(N)=O)CC1
 : -5%	-3%
Cn1c(=O)c2cc(C(=O)Nc3ccc(Cl)c4ncccc34)cnc2n(C)c1=O
 : 6%	19%
OC(C#CCN1CCOCC1)c1ccccc1 (stereo not given)
 : 9%	4%
CCc1cccc(NC(=O)Cc2nc(-c3ccc(OC)cc3)no2)c1
 : 4%	19%

Some of the entries so far, as labelled records:
compound: CC1CN(CCCOc2ccc(C#N)cc2)CCO1 (stereo not given)
  UDG counterscr: 6%
  AID inhibitor: 7%
compound: O=C(Cc1ccc(F)cc1)NCc1ccnc(OCc2ccccc2)c1
  UDG counterscr: 0%
  AID inhibitor: -1%

Further records.
Values in the order – UDG counterscr	AID inhibitor
CCN(C(=O)c1cccc(C(N)=O)c1)C1CC1
 : -2%	2%
Cc1ccc(Cl)cc1NC(=O)CC1Sc2ccccc2NC1=O (stereo not given)
 : 9%	3%
O=[N+]([O-])c1cccc(C2C3CCC/C(=C\c4ccco4)C3=NN2c2ccccc2)c1 (stereo not given)
 : 1%	-8%
S=C(NCCc1ccccc1)Nc1ccc(NC(=S)NCCc2ccccc2)c(Cl)c1
 : -2%	-7%
CCN(C(=O)c1cc2c(Cl)nc3ccc(C)cc3c2s1)c1cc(OC)ccc1OC
 : -18%	?
CCc1ccccc1NC(=O)C(=O)c1cc(C)n(-c2ccccc2F)c1C
 : 7%	-16%
N#Cc1nc(-c2ccco2)oc1N1CCN(Cc2ccccc2)CC1
 : -10%	-9%
Cc1ccc(Cn2c(C)c(CNCc3ccc(OC(C)C)cc3)c(C(=O)O)c2C)cc1
 : -4%	-5%
COc1cccc(NC(=O)CSc2nc(=O)n(Cc3ccccn3)c3c2CCC3)c1
 : -15%	0%
CCN(Cc1cccs1)C(=O)CCc1ccccc1
 : -4%	-1%
Cc1nc(NC(=O)C(C)C)ccc1I
 : 5%	4%
CC(=O)Nc1cccc(NC(=O)CC(C)c2ccccc2)c1 (stereo not given)
 : -5%	-1%
CN(CC(=O)NC(N)=O)C(c1ccccc1)c1ccccc1
 : -11%	0%
CC1=C(C(=O)NCc2cccc(Cl)c2)C2(CCCCCC2)OC1=O
 : 104%[activator]	?
CC(C)CC(NC(=O)OCc1ccccc1)C(=O)NC(C)C(=O)O (stereo not given)
 : 3%	2%
Cc1ccc(-n2c(=O)c3cccnc3n2CC(=O)NCc2ccc(Cl)cc2)cc1
 : -5%	12%
Cc1ccc(Cl)cc1NC(=O)CSCc1cnn(-c2ccccc2)c1-n1cccc1
 : -13%	?
O=C(CSc1ncnc2ccccc12)Nc1ccc(Cl)c(C(F)(F)F)c1
 : -2%	-4%

4 compounds picked at random from the list so far:
Values in the order – UDG counterscr	AID inhibitor
Cc1ccc(-n2c(=O)c3cccnc3n2CC(=O)NCc2ccc(Cl)cc2)cc1
 : -5%	12%
Cc1ccc(Cn2c(C)c(CNCc3ccc(OC(C)C)cc3)c(C(=O)O)c2C)cc1
 : -4%	-5%
CCN(C(=O)c1cccc(C(N)=O)c1)C1CC1
 : -2%	2%
Cc1ccc(Cl)cc1NC(=O)CC1Sc2ccccc2NC1=O (stereo not given)
 : 9%	3%

Screening results deposited in PubChem BioAssay by National Center for Advancing Translational Sciences (NCATS).
